# NPC1 promoter act: qHTS Assay for NPC1 Promoter Activators; Huh7 NPC1 promoter luciferase reporter, 24 h; Potency, µM (doses to about 9.22 µM), without a hit: top-dose activation, most hits filed as activators; 320,000 compounds, 2.4% hits;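 note: potency is the fitted concentration of half-maximal effect; % of control where 0% means no effect; nearly all actives have a fitted effect of over 60% in size; reporter is driven by a mutant NPC1 promoter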
#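 In 1536-well qHTS, Huh7 cells harboring an NPC1 promoter–luciferase construct received compound for 24 h; activation was quantified by luminescence following luciferase reagent addition.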
# ELG1 genotoxic: qHTS screen for small molecules that induce genotoxicity in human embryonic kidney (HEK293T) cells expressing luciferase-tagged ELG1 | HEK293T ELG1-luciferase reporter, luminescence, 16 h | Potency, µM (doses to about 46 µM), inactives show at the highest dose activity change, positive = activation, usual class: activators | 330,000 compounds, 1.3% hits | AID 504466, 2011; note: potency is the fitted concentration of half-maximal effect; % of control where 0% means no effect; nearly all actives have a fitted effect of over 60% in size
#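 After overnight (16 hr) compound treatment at 37 °C, ELG1-luciferase HEK293T cells were lysed with ONE-Glo; luminescence quantified 30 min later at room temperature.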
# FLuc counter: qHTS profiling assay for firefly luciferase inhibitor/activator using purifed enzyme and Km concentrations of substrates (counterscreen for miR-21 project). 360,000 compounds, 6.9% hits. Potency, µM (top dose mostly 57.5 µM), for the others: at the highest dose activity change, negative = inhibition, usual class: inhibitors. purified FLuc, Km substrates, luminescence inhibition;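 note: potency is the fitted concentration of half-maximal effect; plate controls were vehicle for no effect and reference inhibitor for full effect; nearly all actives have a fitted effect of over 55% in size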
# Target sequence (P08659 whole entry, looked up): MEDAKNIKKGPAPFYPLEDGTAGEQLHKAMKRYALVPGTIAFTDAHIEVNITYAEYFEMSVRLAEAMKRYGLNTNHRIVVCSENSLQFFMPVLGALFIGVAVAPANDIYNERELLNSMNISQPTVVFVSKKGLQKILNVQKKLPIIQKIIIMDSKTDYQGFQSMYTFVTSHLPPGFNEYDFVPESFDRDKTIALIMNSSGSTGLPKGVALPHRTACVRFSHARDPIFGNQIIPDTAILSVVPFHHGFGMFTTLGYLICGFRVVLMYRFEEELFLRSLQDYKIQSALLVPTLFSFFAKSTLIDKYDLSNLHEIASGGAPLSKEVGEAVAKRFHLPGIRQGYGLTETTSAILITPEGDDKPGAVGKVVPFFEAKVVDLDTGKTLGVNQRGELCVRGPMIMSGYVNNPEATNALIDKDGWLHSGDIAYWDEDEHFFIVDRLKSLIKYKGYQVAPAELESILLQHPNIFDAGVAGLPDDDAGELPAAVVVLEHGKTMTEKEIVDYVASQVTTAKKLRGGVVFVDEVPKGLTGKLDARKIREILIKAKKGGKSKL
#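 Purified P. pyralis luciferase (10nM final) with 10uM D-luciferin and 10uM ATP (Km levels) in 50mM Tris acetate pH 7.5, 10mM Mg acetate, 0.01% Tween-20, 0.05% BSA; qHTS 6-point titration, ~60 µM downward; luminescence read.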
# Gal4-VP16 FLuc: VP16 counterscreen qHTS for inhibitors of ROR gamma transcriptional activity; Potency, µM (titrated, usually from 53.6 µM), inactives show at the highest dose activity, negative = inhibition, usual class: inhibitors; 310,000 compounds, 3.5% hits; Drosophila S2 Gal4-VP16 UAS-luciferase, luminescence, 20 h;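 note: Gal4-VP16 expression switched on by copper sulfate through the metallothionein promoter; potency is the fitted concentration of half-maximal effect; % is set by controls: 0 for no effect and ±100 for the full control effect; nearly all actives have a fitted effect of over 50% in size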
# Menin-MLL TR inh: qHTS Assay for Inhibitors Targeting the Menin-MLL Interaction in MLL Related Leukemias: Competition With Texas Red Labeled MLL-derived Mutant Peptide. Menin + Texas Red MLL mutant peptide, fluorescence polarization. 270,000 compounds, 0.23% hits. Potency, µM (highest dose often 61.6 µM), for inactives: top-dose FP activity change, negative = inhibition, hits mostly inhibitors; active = well fitted inhibition curve with a large enough effect in the polarisation, with a control signal flat, not every such curve was filed as active; inconclusive = small, poorly fitted or top-dose-only effect, or effect the other way, or a change in a side signal; inactive = no such curve, though single readings can be large or run the other way; the % refers to the polarisation; note: potency is the fitted concentration of half-maximal effect; % of control where 0% means no effect; many of its hits are not listed in these tables
# RORgamma inh: qHTS for inhibitors of ROR gamma transcriptional activity; 310,000 compounds, 5.4% hits; Potency, µM (highest dose often 53.6 µM), for the others: at the highest dose activity change, negative = inhibition, hits mostly inhibitors; Drosophila S2 Gal4-RORgamma UAS-luciferase reporter, 20 h; AID 2551, 2010; Nuclear receptor ROR-gamma (Mus musculus), P51450; note: potency is the fitted concentration of half-maximal effect; % is set by controls: 0 for no effect and ±100 for the full control effect; nearly all actives have a fitted effect of over 60% in size
# Target sequence (P51450 whole entry, looked up, the tested form may be a part): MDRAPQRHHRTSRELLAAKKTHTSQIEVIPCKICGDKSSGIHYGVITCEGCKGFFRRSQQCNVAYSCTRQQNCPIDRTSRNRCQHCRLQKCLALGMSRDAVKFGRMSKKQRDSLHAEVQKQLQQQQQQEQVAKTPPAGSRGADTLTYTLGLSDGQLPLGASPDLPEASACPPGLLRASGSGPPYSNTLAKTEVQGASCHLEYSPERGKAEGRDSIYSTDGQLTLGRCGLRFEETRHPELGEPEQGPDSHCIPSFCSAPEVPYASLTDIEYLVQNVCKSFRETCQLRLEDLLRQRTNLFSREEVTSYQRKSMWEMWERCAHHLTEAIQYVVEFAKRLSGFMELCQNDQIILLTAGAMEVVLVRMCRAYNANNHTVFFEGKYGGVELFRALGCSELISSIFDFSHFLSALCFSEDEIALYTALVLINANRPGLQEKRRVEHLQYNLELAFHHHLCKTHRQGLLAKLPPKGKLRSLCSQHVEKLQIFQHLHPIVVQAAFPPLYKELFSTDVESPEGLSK
#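 Luminescence from a UAS-regulated Photinus luciferase reporter in stably transfected Drosophila Schneider cells is measured; decreased signal marks ROR gamma inhibition. Fusion expression is induced by 700 uM copper sulfate for 20 hr.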
# BRCA1 expr act: qHTS Assay to Identify Small Molecule Activators of BRCA1 Expression | MCF7-BRCA1-FFLuc reporter, luminescence, 48 h; response scale: scaled: vehicle 0%, 10 µM genistein 100% | Potency, µM (top dose mostly 46.1 µM), for the others: at the top dose activation, most hits filed as activators | 380,000 compounds, 1.1% hits | AID 624202, 2012; note: potency is the fitted concentration of half-maximal effect; nearly all actives have a fitted effect of over 80% in size; some results filed as inactive show a strong effect at the top dose
#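 48 h compound treatment of MCF7-BRCA1-FFLuc cells (phenol-red free MEM, 37 °C), then 15 min with luciferase substrate and luminescence imaging.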
# Giardia killer: Small Molecules that selectively kill Giardia lamblia: qHTS. 340,000 compounds, 0.15% hits. Giardia lamblia trophozoite viability. activity change, % at 7.66 µM, hits read low. AID 540267, 2011; in the data active = activity change below about -80%; inconclusive = between about -30% and that limit;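 note: parasites exposed to compound for two days anaerobically before the ATP read; % is set by controls: 0 for no effect and ±100 for the full control effect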
#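 Media and compound were dispensed first, then trophozoites at 100 cells/well; plates sat 48 hrs at 37 deg C without oxygen before ATP luminescence reagent was added and read after 15-30 min at room temperature.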
# Rab9 prom act: qHTS Assay for Rab9 Promoter Activators. Huh7 Rab9 promoter-luciferase reporter, luminescence, 24 h. Potency, µM (doses to about 9.22 µM), inactives show at the highest dose activation, negative = inhibition, usual class: activators. 320,000 compounds, 2.8% hits; note: potency is the fitted concentration of half-maximal effect; % of control where 0% means no effect; nearly all actives have a fitted effect of over 60% in size
#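 Luciferase signal after 10 min detection reagent at ambient indicates Rab9 promoter upregulation; stably transfected Huh7 cells were treated 24 h with compound in DMSO at 37 °C, 5% CO2.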
# PKM2 activator: qHTS Assay for Activators of Human Muscle isoform 2 Pyruvate Kinase. purified PKM2, Kinase-Glo ATP luminescence, activation; response scale: 0% is enzyme alone, no compound. Potency, µM (titrated, usually from 57.5 µM), without a hit: at the highest dose activation, actives largely listed as activators. 260,000 compounds, 0.34% hits. AID 1631, 2009; note: potency is the fitted concentration of half-maximal effect; % is set by controls: 0 for no effect and ±100 for the full control effect; nearly all actives have a fitted effect of over 55% in size
#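 Kinase-Glo luminescence reports ATP generated from ADP (0.1 mM) and PEP (0.5 mM) by purified hPK-M2 after 1 h at room temperature, pH 7.2 imidazole buffer; intermediate enzyme activity allows detecting inhibitors and activators.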
# p53 reactivator: qHTS assay for re-activators of p53 using a Luc reporter | AID 504706, 2011 | Potency, µM (titrated, usually from 92.2 µM), for inactives: at the top dose activity change, positive = activation, most hits filed as activators | H1299 p53-A138V BP100-luciferase reporter, luminescence, 24 h | 320,000 compounds, 0.063% hits; note: potency is the fitted concentration of half-maximal effect; % of control where 0% means no effect; nearly all actives have a fitted effect of over 45% in size
#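 H1299 (p53-null), stable ts p53-A138V + BP100-Luc; 1000 cells/well, Opti-MEM/10% FBS; cpd 4 pt, 1:5; 24 h, 37 deg C, 5% CO2; detection reagent 10 min RT; luminescence.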
# Numbers without * were called inactive; ? = inconclusive; nt = not tested or not shown; [ ] = another dose, or the depositor's remark. Unless noted, calls come from the whole dose curve; as a rule, active = well fitted curve in the direction sought with a large enough effect; inconclusive = small, poorly fitted or top-dose-only effect, or another doubt; inactive = no such curve, though single readings can be large; an effect the other way counts as inactive or inconclusive. Not all compounds are listed. The share of hits here may be higher or lower than overall.
SMILES,NPC1 promoter act,ELG1 genotoxic,FLuc counter,Gal4-VP16 FLuc,Menin-MLL TR inh,RORgamma inh,BRCA1 expr act,Giardia killer,Rab9 prom act,PKM2 activator,p53 reactivator
O=C(CS(=O)(=O)c1c[nH]c2ccccc12)N1CCCc2ccccc21,-1%,-15%,3%,4%,0%,-2%,-10%,3,0%,-2%,-5%
O=S(=O)(c1ccccc1)N1CCN(CC(O)COc2ccc3c(c2)CCC3)CC1 (stereo not drawn),-3%,-8%,5%,17%,-6%,-15%,-14%,0,-1%,?,2%
O=C(C1CC1)N1CCc2cc(Br)cc(S(=O)(=O)NCc3ccccn3)c21,-1%,-1%,3%,-1%,19%,-12%,-9%,12,-2%,1%,3%
Cc1cc([N+](=O)[O-])nn1Cc1ccc(C(=O)N/N=C/c2ccc(F)cc2)cc1,-4%,-1%,?,7%,nt,6%,-1%,-8,-2%,-4%,2%
COc1ccc(NC(=O)COc2cccc3c2CCN(Cc2cccnc2)C3=O)c(OC)c1,-7%,-12%,1%,-20%,nt,-33%,-20%,19,2%,-1%,?
Cc1cccc(-c2nc(C#N)c(NC3CCCCC3)o2)c1,2.5µM*,?,7.6µM*,-9%,-1%,?,3.2µM*,-16,1.8µM*,-6%,-11%
CCOc1ccccc1NC(=O)CSc1ccc(-c2sc(C)nc2C)nn1,-1%,-18%,?,-20%,nt,12%,-35%,8,-8%,1%,-3%
CCOC(=O)N1CCC(NS(=O)(=O)c2ccc(C)c(Cl)c2)CC1,0%,-4%,-2%,2%,nt,26%,-8%,8,-10%,7%,-4%
O=S(=O)(c1ccc(C2CCCCC2)cc1)N1CCN(c2ncccn2)CC1,-3%,-1%,-1%,1%,?,-6%,-5%,-21,-3%,-1%,2%
C=CCn1c(SC(C)CC)nc(O)cc1=O (stereo not drawn),-4%,0%,4%,6%,-6%,40%,5%,-14,2%,-3%,-2%
COC(=O)CNc1cc(S(=O)(=O)N2CCCCC2)ccc1Oc1ccc(C(=O)OC)cc1,-4%,2%,-1%,-8%,-6%,49%,-26%,-5,-4%,nt,-5%
Cc1ccc(C)c(OCCCCn2ccnc2)c1,-1%,-3%,5%,-13%,-3%,?,-30%,-1,-2%,-1%,-1%
CCOc1ccc2ccc(OCC)c(/C=N/n3cnnc3)c2c1,-3%,8%,1%,-2%,-16%,19%,0%,0,11%,2%,nt
Cc1nnc(NC(=O)CC23CC4CC(CC(C4)C2)C3)s1,1%,-9%,-1%,-9%,2%,?,-4%,12,-1%,1%,10%
CN1CCN(CC(O)COC(c2ccccc2)c2ccccc2)CC1 (stereo not drawn),-4%,-2%,-1%,-3%,11%,1%,-2%,-23,-2%,-1%,-2%
CN(Cc1cnn(C)c1)C(=O)c1sc2cccc(Cl)c2c1Cl,1%,-1%,-2%,-10%,-13%,?,-20%,-11,1%,-14%,-13%
COc1ccc(C)cc1-n1nnnc1SCc1csc(C)n1,16%,1%,2%,6%,3%,0%,1%,1,?,3%,-7%
c1ccc(CCNc2ccnc3cc4ccccc4cc23)cc1,-19%,11%,-12%,?,22µM*,?,-90%[inhibitor],11,-35%[inhibitor],4%,-5%
COc1ccccc1/C=C(/C(=O)OCC(=O)NCc1ccccc1)c1ccccc1,-4%,-6%,1%,-8%,14%,-4%,17%,-8,-4%,5%,1%
CN(CC(=O)Nc1ccccc1Cl)C(=O)CSc1nncs1,-1%,2%,6%,nt,nt,nt,-3%,27,-5%,nt,2%
CN(C)S(=O)(=O)c1ccc(NC(=O)COc2cccc3c2OC(C)(C)C3)cc1,0%,-3%,-2%,nt,nt,nt,-26%,6,-2%,nt,-12%
CC(C)N=c1c([N+](=O)[O-])nn(C)n1O,-5%,5%,5%,13%,-2%,?,4%,?,13%,8%,14%
CC(C)N(C(=O)COC(=O)c1ccc([N+](=O)[O-])cc1)c1ccccc1,-2%,-2%,-1%,5%,-5%,1%,0%,-15,0%,2%,0%
OCCN1CCN(CC(O)COc2ccc(-c3ccccc3)cc2)CC1 (stereo not drawn),15%,?,?,-1%,0%,5%,?,24,26%,-1%,14%
O=C(CN1C(=O)c2ccc([N+](=O)[O-])cc2C1=O)Nc1cc(S(=O)(=O)N2CCOCC2)ccc1Cl,-2%,2%,4%,nt,nt,nt,2%,24,-1%,nt,12%
COc1ccc(N2CC(C(=O)Nc3nc4ccc(S(C)(=O)=O)cc4s3)CC2=O)cc1 (stereo not drawn),-5%,-8%,-16%,1%,?,20%,-14%,-7,-1%,nt,3%
O=C(CN1C(=O)COc2ccc(Cl)cc21)NC1CC1,-2%,-1%,6%,0%,nt,-8%,10%,-14,0%,-3%,15%
O=C(COC(=O)c1ccc2c(c1)C(=O)N(Cc1ccncc1)C2=O)Nc1cccc2ccccc12,-3%,-3%,0%,4%,-1%,8%,-3%,-9,-3%,0%,3%
CC(NC(=O)c1cccnc1)C(c1cccs1)N1CCN(c2ccccc2F)CC1 (stereo not drawn),-4%,-11%,2%,1%,nt,-20%,-63%,10,-2%,-2%,2%
CC1(C)CC(=O)C(C=Nc2ccc(O)c(N=CC3=C(O)CC(C)(C)CC3=O)c2)=C(O)C1,-5%,0%,-1%,-1%,1%,-14%,-22%,-23,10%,-2%,5%
CCN(CC)CCn1c(=N)n(CC(=O)c2ccc(Br)s2)c2ccccc21,0%,4%,-2%,0%,nt,-5%,-74%,19,-10%,-2%,6%
CN(C)C(=O)Cn1cnc2c(cnn2-c2ccc(F)cc2)c1=O,-5%,1%,5%,-8%,3%,-13%,8%,-3,0%,-4%,nt
O=C(Nc1ccc(C2CCCCC2)cc1)C1CCN(c2ncccn2)CC1,11%,0%,5%,-1%,-6%,-13%[10 µM],-2%,3,5%,0%,8%
Cc1cnc(NC(=O)Cc2ccccc2Cl)s1,-2%,8%,4%,6%,1%,-26%,8%,25,3%,-8%,6%
COc1ccc([C@@H]2[C@@H]3C(=O)N(C(C)(C)C)C(=O)[C@@H]3[C@]3(CC(C)C)C(=O)N(c4ccccc4)C(=O)N23)cc1,9%,11%,-14%,?,13%,13%,5%,3,-2%,-7%,nt
Cc1c(C(=O)NNS(=O)(=O)c2ccccc2)sc(=S)n1C,12%,2%,0%,-27%,-1%,-7%,-22%,0,-8%,-13%,9%
COc1ccc(C(=O)O)cc1S(=O)(=O)Nc1ccc(C)cc1,-28%,1%,-13%,1%,-2%,39%,-2%,12,5%,-7%,-1%
COc1ccccc1-n1nnnc1SCC(=O)N1CCCC1=O,-8%,1%,2%,-3%,nt,-11%,-6%,2,9%,7%,?
CCCCn1nc(NC(=O)CC)c2cc3cc(OC)ccc3nc21,3%,-1%,0%,-3%,-14%,20%,60%,1,7%,nt,11%
O=Cc1c(-c2ccc(F)cc2)nc2ccccn12,10%,3%,-10%,-5%,-5%,40%,5%,-13,14%,-3%,-4%
CCCCNCCCOc1cc(Cl)ccc1Cl,-2%,2%,11%,9%,-2%,-11%,-7%,5,2%,14%,-2%
O=C(O)CSc1ncnc2sc3c(c12)CCC3,-3%,-6%,4%,?,4%,-26%,16%,-7,-3%,-5%,-1%
Cc1cccc(Nc2nc(N)nc(CCl)n2)c1C,-54%[inhibitor],-7%,?,?,nt,?,-39%,3,-63%[inhibitor],5%,-11%
O=C(CN1CCN(Cc2ccc3c(c2)OCO3)CC1)Nc1cc(S(=O)(=O)N2CCCC2)ccc1Cl,-23%,-1%,-1%,0%,?,-1%,-64%,-5,-21%,0%,-3%
O=C1/C(=C/c2cccs2)SC(=S)N1CC(=O)N1CCCCC1CCO (stereo not drawn),-3%,3%,?,-2%,nt,15%,-34%,21,-6%,nt,?
O=c1[nH]c2ccccc2nc1NCCN1CCOCC1,-2%,4%,-15%,-4%,12%,9%,1%,10,1%,-2%,-9%
O=S(=O)(c1cc(Cl)ccc1Cl)N1CCN2CCCC2C1 (stereo not drawn),-2%,0%,10%,2%,-3%,-9%,-20%,16,0%,20%,nt
C/C(=N\NC(N)=O)c1cccc(Cl)c1,-3%,-1%,4%,-20%,?,23%[10 µM],-3%,-19,2%,-2%,-8%

# Assay outcomes from PubChem.
